# GPR151 activ = activators of human GPR151, primary screen, cell-based, PathHunter beta-arrestin, luminescence | AID 1508602, 2020 | actives 1% (n = 650,000) | G-protein coupled receptor 151 (Homo sapiens), Q8TDV0 | PathHunter beta-arrestin GPR151 cells | activation, % at 11.2 µM; in the data active = activation above about 4.9%;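 note: 0% = median of compound wells and 100% = cells with positive control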
# Target sequence (Q8TDV0 whole entry, looked up): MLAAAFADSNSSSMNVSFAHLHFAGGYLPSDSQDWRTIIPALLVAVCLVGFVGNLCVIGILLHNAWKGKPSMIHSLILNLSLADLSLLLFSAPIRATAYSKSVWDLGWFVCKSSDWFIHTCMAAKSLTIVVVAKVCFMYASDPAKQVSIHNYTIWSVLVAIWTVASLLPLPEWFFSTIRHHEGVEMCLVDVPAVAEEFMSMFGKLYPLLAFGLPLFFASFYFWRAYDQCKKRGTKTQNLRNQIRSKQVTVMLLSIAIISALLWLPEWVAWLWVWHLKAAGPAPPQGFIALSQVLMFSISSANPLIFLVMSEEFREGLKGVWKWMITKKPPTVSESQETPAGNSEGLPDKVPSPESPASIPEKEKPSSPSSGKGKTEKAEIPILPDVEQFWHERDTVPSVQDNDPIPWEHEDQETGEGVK
# FBW7 activator = FBW7 E3 ligase activators, primary screen, biochemical, AlphaScreen, human; F-box/WD repeat-containing protein 7 (Homo sapiens), Q969H0; AlphaScreen FBW7–phospho-cyclin E peptide binding, activator screen; normalized activity (activation), % at 26.1 µM; actives 0.13% (n = 650,000); in the data active = normalized activity above about 1.9%;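 note: purified mutant Fbw7 with reduced substrate affinity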
# Target sequence (Q969H0 whole entry, looked up): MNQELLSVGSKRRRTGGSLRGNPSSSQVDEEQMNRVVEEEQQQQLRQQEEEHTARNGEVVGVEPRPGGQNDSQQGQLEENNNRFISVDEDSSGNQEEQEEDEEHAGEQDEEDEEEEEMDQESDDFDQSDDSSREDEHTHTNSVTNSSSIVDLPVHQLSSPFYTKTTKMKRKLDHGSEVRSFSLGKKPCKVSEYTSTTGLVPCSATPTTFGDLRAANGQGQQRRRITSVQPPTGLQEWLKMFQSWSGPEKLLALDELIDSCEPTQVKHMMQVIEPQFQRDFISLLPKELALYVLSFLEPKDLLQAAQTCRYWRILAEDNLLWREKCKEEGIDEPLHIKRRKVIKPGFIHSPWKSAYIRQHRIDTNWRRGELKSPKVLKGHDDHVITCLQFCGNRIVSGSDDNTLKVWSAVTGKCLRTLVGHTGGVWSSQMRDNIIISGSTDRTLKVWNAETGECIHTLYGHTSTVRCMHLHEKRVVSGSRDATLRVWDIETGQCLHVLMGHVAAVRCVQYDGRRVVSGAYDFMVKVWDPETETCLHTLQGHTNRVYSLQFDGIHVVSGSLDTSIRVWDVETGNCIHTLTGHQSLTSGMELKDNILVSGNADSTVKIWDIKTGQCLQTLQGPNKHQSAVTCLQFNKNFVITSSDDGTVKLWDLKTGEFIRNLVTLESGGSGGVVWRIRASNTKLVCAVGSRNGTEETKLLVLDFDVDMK
# MITF inh = MITF inhibitors, primary screen, biochemical, AlphaScreen, human | Microphthalmia-associated transcription factor (Homo sapiens), O75030 | AlphaScreen MITF homodimerization, bead proximity signal | inhibition, % at 2.6 µM | actives 0.91% (n = 650,000); in the data active = inhibition above about 50%;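 note: 0% = vehicle wells with protein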
# TEAD-YAP block = TEAD-YAP interaction inhibition, primary screen, TEAD-YAP interaction inhibitor project, luminescence, HEK-TIYL cells; TEAD-Gal4/YAP UAS-luciferase luminescence; actives 1.4% (n = 640,000); inhibition, % at 9.12 µM; in the data active = inhibition above about 32%;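 note: 0% = median of test compound wells and 100% = reference inhibitor wells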
# * = called active by the depositor; & = joins results of further samples.
no.	smiles	GPR151 activ	FBW7 activator	MITF inh	TEAD-YAP block
1	CC(=O)N1N=C(c2ccc(Br)cc2)CC1c1ccccc1O (stereo not given)	-1.3	0.1	15	-2
2	C=CCOc1ccccc1CN1CCc2nnc(C(C)NC(=O)C3CCOCC3)n2CC1 (stereo not given)	0.2	0.0	2	0
3	CC(C)CCOc1ccc(C(=O)CCNC(C)C(=O)O)cc1 (stereo not given)	-0.5	0.1	15	-7
4	NC(/N=C/c1c(O)[nH]c(=O)[nH]c1=O)=N\c1nc2ccccc2o1	0.1	-0.3	5	-9
5	COc1ccccc1OCCn1c(C)c(C#N)c2ccccc21	-0.2	0.1	-9	-9
6	CC(=O)CC(=O)Nc1cc(C)cc(C)c1	4.1	0.0	12	-3
7	CN(C(=O)COc1cc(=O)n(C)c2ccccc12)c1ccc(Br)cc1	-0.3	0.0	6	2
8	FC(F)(F)c1cccc(CNc2nc(Nc3ccccc3)nc3c2ncn3-c2ccccc2)c1	-2.5	0.0	12	4
9	O=C(CCCc1ccccc1)Nc1ccnn1C1CCN(Cc2ccn[nH]2)CC1	-0.8	0.0	-11	4
10	Cc1ccc(-c2[nH]nc3c2C(c2ccc(OC(=O)N4CCOCC4)cc2)C(C#N)=C(N)O3)cc1 (stereo not given)	-1.6	-0.4	0	-8
11	NC(Cc1cnc[nH]1)C(=O)O (stereo not given)	-0.3	0.7	4	9
12	C/C(=N\NC(=O)CCC(=O)N/N=C(\C)c1ccc(F)cc1)c1ccc(F)cc1	0.9	-0.1	-1	-12
13	CC(C(=O)O)c1cccc(C(=O)c2ccccc2)c1 (stereo not given)	0.4&-1.9&-0.6&1.2&-0.9	0.5&-0.1&0.0&0.0	-4&24&2&-8&7	-1&10
14	CCc1ccc(OCC(=O)Nc2ccc(F)c([N+](=O)[O-])c2)cc1	0.3	-0.1	0	-9
15	COC(=O)c1sc2ccccc2c1NC(=O)c1cccc(Cl)c1	-1.0	0.0	-3	-2
16	CCc1c(C(=O)Nc2cc(Cl)ccc2OC)[nH]c(C)c1C(C)=O	0.5	0.1	18	2
17	CCCOC(=O)c1cc(-c2ccc(OC)cc2)nc2ccc(Br)cc12	0.4	-0.1	7	-13
18	Nc1nc(Nc2ccc(Oc3ccccc3)cc2)cc(-c2ccc3[nH]ccc3c2)n1	1.9	0.1	8	-1
19	CN(C)S(=O)(=O)c1cccs1	-1.6	-0.2	6	-10
20	O=C(COc1ccc(Br)cc1)Nc1cc(C(=O)O)cc(C(=O)O)c1	0.6	-0.2	-13	1
21	O=C(Nc1ccc2[nH]c(=O)[nH]c2c1)c1ccc(N2CCCC2)c([N+](=O)[O-])c1	2.0	0.2	13	6
22	OCCn1c(-c2ccc3ccccc3c2)csc1=Nc1cccc(C(F)(F)F)c1	-0.4	-0.1	11	-4
23	NC(=O)NC(CCc1ccccc1)c1ccccc1 (stereo not given)	0.6	0.1	-5	-5
24	COc1ccccc1C(=O)NCc1nnc(SCC(=O)N2CCCc3ccccc32)n1-c1ccccc1OC	-1.4	-0.1	-5	7
25	CN(C(=O)CSc1cc(=O)n(C)c2ccccc12)C1CCCCC1	-0.3	-0.1	4	-12
26	CC(C)(C)n1nc2c(c1NC(=O)c1ccccc1F)CSC2	-1.1	-0.1	-3	-8
27	Cc1cc(NC(=O)CCC(=O)O)ccc1NC(=O)c1cccs1	-0.1	0.0	6	4
28	COc1ccc(NC(=O)NCC2CCCO2)c(OC)c1 (stereo not given)	0.9	-0.2	-9	2
29	Fc1ccccc1CNCCCn1ccnc1	-0.8	-0.2	-5	3
30	O=C(N/N=C/c1cccc([N+](=O)[O-])c1)c1ccccc1Cl	1.3	0.0	-4	-14
31	Cc1cc(C)cc(-n2cnc3cc(C(=O)NCc4ccccc4Cl)ccc32)c1	-2.3	0.3	8	2
32	Cc1cccc(NC(=O)C2CC(=O)OC23CCOC(C)(C)C3)c1 (stereo not given)	-0.8	0.2	-6	-8
33	CCOC(=O)c1c(C)oc2ccc(N(C(C)=O)S(=O)(=O)c3ccc(F)cc3)cc12	0.0	0.0	-3	11
34	O=C1CCC(CCNCCOc2ccccc2)N1Cc1nc(-c2ccccc2)n[nH]1 (stereo not given)	-0.3	-0.1	0	0
35	Nc1c(C(=O)OCC(=O)NCc2ccccc2)ccc2c1C(=O)c1ccccc1C2=O	-2.8	0.0	5	-2
36	CC1CN(C(=O)COC(=O)c2cc(=O)c3ccccc3o2)CC(C)O1 (stereo not given)	-0.9	-0.2	-15	2
37	COc1ccc(NC(=O)CN2C(=O)CC(c3ccco3)Sc3ccccc32)c(OC)c1 (stereo not given)	-0.3	-0.1	-4	2
38	COc1ccc(C)cc1S(=O)(=O)NCC(c1ccc(N(C)C)cc1)N1CCN(C)CC1 (stereo not given)	-1.5	0.1	19	12
39	Nc1cccc(-c2cncc(C(=O)NC3CC3)c2)c1	1.5	0.2	20	2
40	N#CC1=C(N)Oc2n[nH]c(-c3ccccc3)c2C1c1ccc(O)cc1 (stereo not given)	-2.1	0.2	9	14
41	COc1cc(/C=C2\C(=O)NC(=O)N(c3cccc(C)c3)C2=O)cc(Br)c1O	2.6	0.0	12	8
42	COC(=O)c1cccc(-n2c(C)cc(/C=C(\C#N)C(=O)Nc3ccccc3)c2C)c1	0.0	0.0	-6	39*
43	COc1cc(C2C(=O)N(C3CCCCCC3)CC(=O)N2C2CC2)ccc1OC(C)C (stereo not given)	1.9	0.1	7	-5
44	Cc1[nH]nc2c1C(c1ccsc1)C1=C(CC(C)(C)CC1=O)N2 (stereo not given)	0.0	-0.3	7	6
45	CC1=C(C(=O)Nc2cccc(F)c2)C(c2cccs2)C2=C(CCCC2=O)N1 (stereo not given)	0.2	0.1	2	10
46	CCCN(CCC)C1=CC(=O)C(C)=CC1=O	-2.0	-0.2	65*	2
47	COc1ccccc1CC(=O)Nc1cnn(CC(=O)N2CCCC(OC)C2)c1 (stereo not given)	1.0	0.8	20	6
48	CCN(CC)c1nc(NCc2nc3ccccc3[nH]2)nc(N2CCOCC2)n1	0.1	0.0	18	-2
49	CCc1ccc(N2C(=O)CC(C3=C(N4CCOCC4)CCCC3)C2=O)cc1 (stereo not given)	0.3	0.1	5	2
50	Cc1cc(C)n(CCc2nc(-c3ccc(Cl)c([N+](=O)[O-])c3)cs2)n1	-0.1	0.0	-12	-4
51	CCCCNC(=O)/C(=C/c1ccc(OCC)c2ccccc12)NC(=O)c1ccccc1	-0.8	0.6	10	-3
52	NC(=O)CSc1nnc(-c2ccc(C(N)=S)cc2)o1	-1.5	-0.1	0	3
53	CCOc1cc(/C=C2/SC(=Nc3ccccc3)N(Cc3ccccc3)C2=O)ccc1OCc1cccc2ccccc12	0.6	0.1	9	-6
54	COC(=O)c1c(NC(=O)C(N)=O)sc2c1CCCC2	1.8	0.0	2	7
55	O=C(Cn1cc(S(=O)(=O)Cc2ccccc2)c2ccccc21)NCc1cccs1	0.1	0.0	4	-10
56	COc1ccc(S(=O)(=O)N2CCCCCC2)cc1	-1.3	0.0	3	-4
57	Cc1ccc(Cn2cccc(NC(=O)Nc3ccc(C#N)cc3)c2=O)cc1	1.3	0.1	-6	14
58	CCN(CC)CCCNC(=O)c1cn(-c2ccc(OC)cc2)c(=O)c2ccccc12	-0.3	0.1	8	4
59	COCCn1c(SCC(=O)NC(C)(C)C)nnc1-c1cccs1	1.8	-0.1	-5	-11
60	CCCCC(=O)NC(c1ccc(N(CC)CC)cc1)c1ccc2cccnc2c1O (stereo not given)	1.3	-0.5	15	25

# Exported as labelled records: part of the list above.
37) COc1ccc(NC(=O)CN2C(=O)CC(c3ccco3)Sc3ccccc32)c(OC)c1 (stereo not given)
  GPR151 activ: -0.3
  FBW7 activator: -0.1
  MITF inh: -4
  TEAD-YAP block: 2

39) Nc1cccc(-c2cncc(C(=O)NC3CC3)c2)c1
  GPR151 activ: 1.5
  FBW7 activator: 0.2
  MITF inh: 20
  TEAD-YAP block: 2

45) CC1=C(C(=O)Nc2cccc(F)c2)C(c2cccs2)C2=C(CCCC2=O)N1 (stereo not given)
  GPR151 activ: 0.2
  FBW7 activator: 0.1
  MITF inh: 2
  TEAD-YAP block: 10

30) O=C(N/N=C/c1cccc([N+](=O)[O-])c1)c1ccccc1Cl
  GPR151 activ: 1.3
  FBW7 activator: 0.0
  MITF inh: -4
  TEAD-YAP block: -14

# Part of the list above in order of molecular weight, lowest first.
no.	smiles	GPR151 activ	FBW7 activator	MITF inh	TEAD-YAP block
52	NC(=O)CSc1nnc(-c2ccc(C(N)=S)cc2)o1	-1.5	-0.1	0	3
49	CCc1ccc(N2C(=O)CC(C3=C(N4CCOCC4)CCCC3)C2=O)cc1 (stereo not given)	0.3	0.1	5	2
55	O=C(Cn1cc(S(=O)(=O)Cc2ccccc2)c2ccccc21)NCc1cccs1	0.1	0.0	4	-10

# (more compounds)
no.	smiles	GPR151 activ	FBW7 activator	MITF inh	TEAD-YAP block
61	CCCOC(=O)c1c(NC(=O)/C=C/C(=O)O)sc2c1CCCCC2	4.0	-0.3	-2	20
62	Nc1c(Cl)cc(N2C(=O)C3C4c5ccccc5C(c5ccccc54)C3C2=O)cc1Cl (stereo not given)	-0.6	0.3	8	-2
63	CCC1CN(CCC(=O)NCC2CCN(CCOC)C2)Cc2cc(OC)ccc2O1 (stereo not given)	-1.2	-0.1	8	13
64	COC(=O)c1ccc(Nc2ccc(C(N)=O)cc2[N+](=O)[O-])cc1	-1.7	-0.1	1	-3
65	COc1ccc(-c2cc(C(=O)c3c(N)n(C)c(=O)n(C)c3=O)c3ccccc3n2)cc1	-0.3	-0.2	-1	-4
66	CCOc1ccnc2c1c(=O)n(CC(=O)N1CCCCC1)c(=O)n2C	1.8	0.1	12	-3
67	CCc1ccc(C2Nc3ccccc3-c3nnc(SC)nc3O2)cc1 (stereo not given)	0.3	0.0	9	5
68	CON1C(=O)CN(C(=O)c2ccccc2)C1(C)C	-1.0	0.3	12	12
69	Clc1ccc(-c2cc3nc4c(c(NCCCn5ccnc5)n3n2)CCC4)cc1	0.2	-0.1	-7	-17
70	Cc1ccc(C2=CC(c3ccc(Cl)cc3)n3ncnc3N2)cc1 (stereo not given)	-0.4	-0.1	-3	-33
71	COc1ccc(Br)cc1/C=C1\N=C(c2ccc(C(C)(C)C)cc2)OC1=O	1.7	-0.1	2	-1
72	COc1ccc(OCc2n[nH]c(=S)n2Cc2ccco2)cc1	0.8	-0.2	3	-11
73	CC(NC(=O)c1cccnc1)c1nnc2n1CCN(Cc1c(F)cccc1F)CC2 (stereo not given)	1.2	0.0	0	2
74	CC(C)[C@H](Cn1nc(C2CC2)ccc1=O)NC(=O)c1ccc(=O)[nH]n1	-0.3	-0.1	-10	7
75	CN(CC(=O)NCC1CCCO1)S(=O)(=O)c1ccc(Br)cc1 (stereo not given)	-1.6	-0.2	7	8
76	O=C1CCN(Cc2c(C(=O)N3CCCCCCC3)nc3ccc(Cl)cn23)CCN1	0.4	0.0	10	2
77	Cc1ccccc1Nc1nc(N2CCCC2)nc2c1cnn2C	4.0	0.0	0	-3
78	O=C(Nc1ccc(-c2nc3ccccc3o2)cc1)Nc1ccccc1Cl	-1.0	0.1	8	-31
79	COc1cccc(N(C(C)=O)C2C=CS(=O)(=O)C2)c1 (stereo not given)	0.3	0.4	13	11
80	CN1C(=O)C2(C(C#N)=C(N)Oc3n[nH]c(-c4ccccc4)c32)c2cc([N+](=O)[O-])ccc21 (stereo not given)	1.9	-0.1	-1	4
81	CC(C)N(CCNC(=O)c1cccc(N2CCN(Cc3ccc4c(c3)OCO4)CC2)n1)C(C)C	-0.3	0.0	-5	2
82	COc1ccc(N2C(N)=C(C#N)C(c3ccc4c(c3)OCO4)C3=C2CC(C)(C)CC3=O)cc1 (stereo not given)	-0.6	0.3	6	6
83	CC(Sc1nc2sc3c(c2c(=O)n1-c1ccc(OC(F)F)cc1)CCCC3)C(=O)c1ccc(Cl)cc1 (stereo not given)	-1.0	-0.2	4	11
84	COc1ccc(/C(C)=N/NC(=O)CSCc2ccc(Cl)cc2)cc1	-0.2	0.0	3	11
85	COc1cc(Nc2ccn3ncc(-c4ccc(N)cc4)c3n2)cc(OC)c1OC	0.3	0.1	17	7
86	Cc1ccccc1CS(=O)(=O)Cc1ccc(C(=O)N2CCOCC2)o1	-0.1	1.1	13	-18
87	CCCC(=O)Nc1ccc2c(c1)C(=O)N(CCC(=O)O)C2=O	-0.5	-0.1	-9	-1
88	Cc1ccc(-c2cc(C(=O)NCC(C)C)c3ccccc3n2)cc1	0.6	0.2	5	-5
89	CCOC(=O)C1=C(C)N(c2ccc(C)c(C)c2)C(=O)/C1=C\c1ccc(C)cc1	0.9	-0.1	-8	-2
90	CC1CCCCC1NC(=O)c1cn(C)c2ccc(S(=O)(=O)N3CCCC3)cc2c1=O (stereo not given)	0.1	0.1	18	3
91	CCc1ccc2[nH]c(O)c(N=NC(=O)COC)c2c1	-1.3	0.0	13	17
92	Cc1nc2ccc3nc(NC(=O)c4ccc(F)cc4)sc3c2s1	-0.7	-0.1	18	0
93	COCCn1c2c(c(=O)[nH]c1=O)C(c1ccc(F)cc1)C1=C(N2)c2ccccc2C1=O (stereo not given)	2.5	0.0	21	-1
94	O=C(CSCc1ccc([N+](=O)[O-])cc1)Nc1ccc(O)cc1C(=O)O	0.7	-0.1	4	6
95	Cc1cccc(N2CCN(S(=O)(=O)CCNC(=O)c3ccc4c(c3)OCO4)CC2)c1	-0.9	0.1	12	8
96	COCC(C)NS(=O)(=O)c1ccc(Cl)cc1 (stereo not given)	-0.7	0.3	3	5

# Screens from PubChem BioAssay.

# Not a hit list (roughly 3.4% active in at least one column).
